Compound activity: PubChem, several laboratories
SSB-PriA inh: K. pneumoniae PriA-SSBct interaction inhibition; AlphaScreen SSBct-PriA binding, biotinylated peptide; actives 0.6% (n = 430,000); inhibition, % at 33 µM; in the data active = inhibition mostly above about 37%, no sharp cut-off; inactive = mostly below about 20%;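 note: plate controls were negative control peptide for no effect and reference peptide for full effect; strong numbers were not always called active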
BoNT-A LC inh2: inhibitors of Botulinum neurotoxin A light chain protease | inhibition, % at 10 µM | actives 0.17% (n = 360,000) | multiplex microsphere protease substrate cleavage, flow cytometry | AID 588499; note: plate controls were buffer without enzyme for full effect and enzyme alone for no effect
SARS 3CLpro inh: SARS-CoV 3CLpro protease inhibition; P0C6X7; recombinant SARS-CoV 3CLpro, quenched FRET peptide cleavage; inhibition, % at 6 µM; actives 0.14% (n = 290,000); AID 1706; in the data active = inhibition above about 12%
DUSP3 inh: blocks human VHR1 dual specificity phosphatase | P51452 | recombinant VHR phosphatase, pNPP absorbance | inhibition, % at 13.3 µM | actives 0.52% (n = 290,000) | AID 1654; in the data active = inhibition above about 50%; note: some compounds called inactive have numbers as strong as hits
Vc quorum ag: inducers of Vibrio cholerae quorum light production without autoinducers | V. cholerae BH1578 lux reporter, luminescence, 6 h | activation, % at 18.7 µM | actives 0.16% (n = 350,000) | AID 588436; in the data active = activation mostly above about 9.7%, no sharp cut-off; inconclusive = no clear call, values can overlap the other calls; inactive = mostly below about 3.7%; note: not every result past the cut was called active; inactives centre near 0; reference of the scale not given here
Anthrax LF prot: anthrax lethal factor protease inhibition. inhibition, % at 10 µM. multiplex microsphere protease cleavage assay, LF. actives 0.12% (n = 360,000). P15917; note: plate controls were buffer without enzyme for full effect and enzyme alone for no effect
TcdB inh: inhibitors of Clostridioides difficile toxin B glycohydrolase; P18177; TcdB glycohydrolase enzymatic assay, plate reader; inhibition, % at 9.99 µM; actives 0.24% (n = 350,000); AID 652162; in the data active = inhibition above about 10%
Target sequence (P18177 whole entry, looked up): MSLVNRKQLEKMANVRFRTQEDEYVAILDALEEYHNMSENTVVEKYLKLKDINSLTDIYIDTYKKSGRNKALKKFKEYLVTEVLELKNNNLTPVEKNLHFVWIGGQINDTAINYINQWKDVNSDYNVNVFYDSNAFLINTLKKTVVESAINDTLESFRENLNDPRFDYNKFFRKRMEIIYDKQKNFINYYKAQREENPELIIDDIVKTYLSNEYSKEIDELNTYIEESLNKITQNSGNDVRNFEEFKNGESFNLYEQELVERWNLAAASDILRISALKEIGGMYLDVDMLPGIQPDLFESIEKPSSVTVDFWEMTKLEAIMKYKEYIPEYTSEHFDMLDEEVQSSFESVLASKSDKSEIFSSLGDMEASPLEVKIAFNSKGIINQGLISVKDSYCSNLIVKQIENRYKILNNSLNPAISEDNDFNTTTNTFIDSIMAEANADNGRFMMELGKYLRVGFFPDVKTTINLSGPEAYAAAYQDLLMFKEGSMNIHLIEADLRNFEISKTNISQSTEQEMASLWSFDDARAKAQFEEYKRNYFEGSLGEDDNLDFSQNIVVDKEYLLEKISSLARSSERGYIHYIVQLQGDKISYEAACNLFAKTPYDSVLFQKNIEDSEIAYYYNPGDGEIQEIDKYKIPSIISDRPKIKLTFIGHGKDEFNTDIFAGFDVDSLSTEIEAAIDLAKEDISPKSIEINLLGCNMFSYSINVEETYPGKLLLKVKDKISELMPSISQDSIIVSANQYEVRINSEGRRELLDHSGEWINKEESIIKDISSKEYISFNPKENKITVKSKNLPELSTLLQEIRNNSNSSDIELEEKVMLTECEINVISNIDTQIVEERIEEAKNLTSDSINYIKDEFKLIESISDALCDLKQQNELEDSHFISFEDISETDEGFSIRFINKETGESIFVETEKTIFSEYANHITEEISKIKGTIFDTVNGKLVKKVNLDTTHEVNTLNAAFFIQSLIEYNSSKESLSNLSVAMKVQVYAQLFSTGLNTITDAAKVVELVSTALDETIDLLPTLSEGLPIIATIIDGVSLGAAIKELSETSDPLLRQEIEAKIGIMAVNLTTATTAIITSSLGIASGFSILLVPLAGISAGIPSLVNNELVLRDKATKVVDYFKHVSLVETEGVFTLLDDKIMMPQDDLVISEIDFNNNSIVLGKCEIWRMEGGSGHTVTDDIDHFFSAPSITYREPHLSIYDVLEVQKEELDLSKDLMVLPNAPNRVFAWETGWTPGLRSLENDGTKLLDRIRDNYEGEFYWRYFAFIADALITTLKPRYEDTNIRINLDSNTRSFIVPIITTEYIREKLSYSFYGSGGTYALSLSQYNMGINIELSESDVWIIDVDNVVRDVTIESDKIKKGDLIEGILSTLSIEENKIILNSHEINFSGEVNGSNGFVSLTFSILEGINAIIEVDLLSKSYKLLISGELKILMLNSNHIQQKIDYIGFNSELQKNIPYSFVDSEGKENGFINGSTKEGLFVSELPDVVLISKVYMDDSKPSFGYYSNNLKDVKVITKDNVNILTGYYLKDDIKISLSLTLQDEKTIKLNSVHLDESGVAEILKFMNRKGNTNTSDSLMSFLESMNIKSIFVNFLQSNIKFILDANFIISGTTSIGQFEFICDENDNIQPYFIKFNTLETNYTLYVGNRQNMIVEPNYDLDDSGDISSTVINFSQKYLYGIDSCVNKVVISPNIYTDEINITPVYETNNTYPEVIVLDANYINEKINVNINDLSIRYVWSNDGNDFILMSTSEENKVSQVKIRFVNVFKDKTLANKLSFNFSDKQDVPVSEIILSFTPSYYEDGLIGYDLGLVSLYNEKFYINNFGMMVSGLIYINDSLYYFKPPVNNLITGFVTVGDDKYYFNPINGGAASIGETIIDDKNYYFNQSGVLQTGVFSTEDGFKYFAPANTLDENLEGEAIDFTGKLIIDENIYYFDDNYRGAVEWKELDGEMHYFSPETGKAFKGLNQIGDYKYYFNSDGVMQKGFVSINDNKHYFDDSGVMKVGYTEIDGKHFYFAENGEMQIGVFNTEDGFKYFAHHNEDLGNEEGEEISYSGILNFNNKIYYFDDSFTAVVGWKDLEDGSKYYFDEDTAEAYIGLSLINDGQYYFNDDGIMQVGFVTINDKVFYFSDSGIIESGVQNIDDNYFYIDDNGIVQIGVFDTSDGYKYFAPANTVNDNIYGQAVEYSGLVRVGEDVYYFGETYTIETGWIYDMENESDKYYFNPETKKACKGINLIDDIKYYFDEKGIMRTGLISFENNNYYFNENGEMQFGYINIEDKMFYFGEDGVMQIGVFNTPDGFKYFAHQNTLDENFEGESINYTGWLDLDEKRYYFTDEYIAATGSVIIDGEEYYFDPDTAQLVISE
CCHF vOTU inh: CCHFV vOTU protease inhibition; Pep-AMC fluorescence; inhibition, % at 11.5 µM; AID 651958; actives 0.55% (n = 370,000); in the data active = inhibition above about 30%; note: 0% = vehicle wells with enzyme and 100% = no enzyme wells
PfHsp40 yeast: restores yeast growth despite PfHsp40 toxicity; S. cerevisiae expressing PfHsp40, growth rescue, ATP luminescence; AID 504582; growth rescue, % at 12.5 µM; actives 0.68% (n = 340,000); in the data active = growth rescue above about 28%, passing the limit was not always enough; inconclusive = no clear call, values can overlap the other calls;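 note: yeast W303a lacking pdr1 and pdr3 grown in galactose medium; growth measured after three days at 30 °C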
Yp Topo-I inh: Y. pestis Topo-I inhibition via cleavage products. actives 0.064% (n = 360,000). AID 504884. Y. pestis Topo-I cleavage product accumulation, plate reader. activity, % at 10 µM; in the data active = activity above about 50%, passing the limit was not always enough; inconclusive = no clear call, values can overlap the other calls; note: inactives centre near 2
Numbers without * were called inactive; i = inactive; ? = inconclusive; / = not tested or not shown; & = joins results of further samples. Cut-off read from the data, not from the text of the source, unless noted: active = inhibition above about 30%; inconclusive = no clear call, values can overlap the other calls; inactive = below that. Some of the compounds tested (hit frequency here may not be typical).

SMILES	SSB-PriA inh	BoNT-A LC inh2	SARS 3CLpro inh	DUSP3 inh	Vc quorum ag	Anthrax LF prot	TcdB inh	CCHF vOTU inh	PfHsp40 yeast	Yp Topo-I inh
O=C(Nc1cccc(Cl)c1Cl)c1ccccc1NC(=O)C1CC=CCC1C(=O)O (stereo unspecified)	-10	0.4	3	2	-0.3	-1	1.7	-3	1.4	4
CCN(CC)S(=O)(=O)c1csc(C(=O)Nc2ccccn2)c1	-6	0.9	3	10	/	1	/	-5	-0.8	1
COc1ccc(-n2c(=O)c3c4c(sc3n3c(=S)[nH]nc23)CCCC4)cc1	-8	0.8	0	2	-0.3	1	8.3	3	9.3	-1
CC(C(=O)O)N1C(=O)c2ccccc2C1=O (stereo unspecified)	-15&-2	-0.5	5	35	-2.2	2	/	-4	1.2	5
COc1ccc(NC(=O)C2CCN(S(C)(=O)=O)CC2)c(OC)c1	-4	-0.8	1	6	i	-20	0.4	3	-1.4	4
CN(C(=O)c1ccc(NC(=O)Cc2cccc(NC(=O)C3CCN(C(=O)C4CCCC4)CC3)c2)cc1)C1CCCC1	-1	0.3	/	/	i	-12	2.0	2	1.3	10
C#CCOc1ccc2c(c1)c(C(C)=O)c(C)n2Cc1ccccc1	-10	-2.4	4	5	-0.6	2	0.3	-5	0.9	-10
COc1cccc(CNC(=O)COC(=O)CCS(=O)(=O)c2ccc(C)cc2)c1	-7	1.7	/	/	-2.0	-6	0.7	-6	-0.1	2
CC1CCC2C(=O)N(c3ccccc3OC(=O)c3ccccc3F)C(=O)C2C1 (stereo unspecified)	0	0.4	2	22	i	-1	0.7	-6	-0.5	-7
CC(=O)N(C)Cc1ccc(C(=O)CCl)cc1	-7	0.7	-1	0	-1.0	2	2.0	-9	-1.0	2
CC(C)CC(N)C(=O)OCc1ccc([N+](=O)[O-])cc1 (stereo unspecified)	-6	-0.3	1	-7	-0.9	-5	0.8	8	-0.2	4
O=C1NCC(=O)N2CCC[C@@H]12	-24	-0.7	/	/	-0.4	1	1.0	2	-0.3	7
O=C(Nc1nc(-c2ccc3c(c2)OCCO3)cs1)c1ccc(S(=O)(=O)N2CCCCC2)cc1	-9	?	-6	4	i	-2	/	7	-1.0	-4
O=C1C=C(c2ccccc2Oc2ccccc2)C[C@@H](c2ccc(F)cc2)C1	/	-0.2	/	/	-0.4	-2	0.0	-4	/	44
COc1ccc(-c2nnc(SCC(=O)N3CCCC3=O)n2N)cc1OC	-1	1.1	/	/	0.6	-1	2.8	6	0.4	-2
O=S1(=O)c2c(F)cccc2O[C@@H](COCc2ccccc2)CN1CCc1ccc(F)cc1	-4	-0.3	/	/	-0.5	-3	1.1	2	0.7	37
COc1ccc(C(=O)N2CCCC(C(=O)N3CCN(c4ccccc4)CC3)C2)cc1 (stereo unspecified)	2	/	5	19	-1.6	/	1.2	-7	-0.4	0
COc1cccc(N2CCN(C(=O)c3ccc(OC)c(S(=O)(=O)NC4CC4)c3)CC2)c1	/	-0.6	/	/	i	-7	0.5	2	/	2
Cc1ccc(S(=O)(=O)Nc2cccc3ncccc23)s1	-12	-0.5	3	11	-0.7	1	4.7	/	0.2	11
Cc1cccc(OC(=O)c2cncc(Br)c2)c1	-15	-0.4	3	1	i	-2	-0.2	-4	0.4	-5
O=C(CSc1nc2ncccc2[nH]1)c1ccc(F)cc1	7	-2.0	-3	15	-0.5	2	/	6	-0.7	-8
COc1ccc(CN2CCNC(=O)C2CC(=O)N(C)CCCN2CCOCC2)cc1C (stereo unspecified)	4	-0.8	1	6	-0.2	0	0.2	-5	0.4	-6
CCOC(=O)Nc1nnc(/C=C/c2ccc(OC)cc2)s1	-9	0.3	-1	34	-0.4	-1	/	9	1.0	15
O=C(NCC(c1ccccc1)N1CCCC1)C1CCN(C(=O)Nc2ccccc2)CC1 (stereo unspecified)	11	-2.3	/	/	-0.7	-4	-0.1	-4	-0.4	7
Cc1cnc(NC(=O)CSc2nnc(COc3ccccc3)o2)s1	-8	-0.1	3	29	-0.9	-1	-0.9	7	0.5	-8

Look-ups from the results shown:
CC(C(=O)O)N1C(=O)c2ccccc2C1=O (stereo unspecified) – Yp Topo-I inh: 5
CN(C(=O)c1ccc(NC(=O)Cc2cccc(NC(=O)C3CCN(C(=O)C4CCCC4)CC3)c2)cc1)C1CCCC1 – CCHF vOTU inh: 2

Returning to the listing, starting three compounds before the break.
SMILES	SSB-PriA inh	BoNT-A LC inh2	SARS 3CLpro inh	DUSP3 inh	Vc quorum ag	Anthrax LF prot	TcdB inh	CCHF vOTU inh	PfHsp40 yeast	Yp Topo-I inh
CCOC(=O)Nc1nnc(/C=C/c2ccc(OC)cc2)s1	-9	0.3	-1	34	-0.4	-1	/	9	1.0	15
O=C(NCC(c1ccccc1)N1CCCC1)C1CCN(C(=O)Nc2ccccc2)CC1 (stereo unspecified)	11	-2.3	/	/	-0.7	-4	-0.1	-4	-0.4	7
Cc1cnc(NC(=O)CSc2nnc(COc3ccccc3)o2)s1	-8	-0.1	3	29	-0.9	-1	-0.9	7	0.5	-8
c1ccc(C2(CN3CCNC[C@@H]3CC3CCCCC3)CC2)cc1	-1	0.0	/	/	0.0	-2	-0.3	-6	-0.9	4
N#Cc1c(N)nc2c(c1N)CC(=O)N2c1ccc(Cl)cc1	-10	-0.1	-1	27	-0.4	-1	0.7	/	0.1	-15
O=C(CSc1nc2c(c(=O)n1-c1ccc(F)cc1)SCC2)NCc1ccco1	2	0.7	5	12	-0.4	0	/	17	-1.4	9
COC(=O)c1ccc(Cn2cnc3c(Cl)ncnc32)cc1	-7	0.3	/	/	-1.0	-3	-0.2	-5	0.0	13
CC(O)c1nc2ccccc2n1CCCc1ccccc1 (stereo unspecified)	-18	0.7	-1	-14	9.3	-9	1.1	-9	0.9	14
CCOC(=O)N1CCN(C(=O)c2c[nH]c3ccc(S(=O)(=O)N(C)c4ccccc4C)cc3c2=O)CC1	12	-2.9	-4	10	i	0	0.3	-6	0.4	15
O=C(COc1ccc(Cl)cc1Cl)OCC(=O)N1CCCc2ccccc21	-21	0.1	-1	-5	-0.3	-4	-4.3	-1	2.9	45
Cc1ccc(NC(=O)CN2C(=O)NC(Cc3ccccc3)C2=O)cc1Cl (stereo unspecified)	-13	0.6	/	/	i	4	0.4	-3	14	-9
Cc1ccc(/C=N/NC(=O)c2ccc3nc[nH]c3c2)s1	/	-1.1	2	16	i	-1	3.5	26	-0.4	-9
CC(C)c1cc[n+](-c2nc([O-])sc2C=O)cc1	4	1.7	0	0	i	5	/	23	-0.9	-5
CC(O)(c1cccnc1)c1nc(-c2cc(F)cc(F)c2)cs1 (stereo unspecified)	/	-0.4	/	/	i	-6	1.1	3	/	6
CC(C)NC(=O)C1(C)CCN1C(=O)C1(c2ccccc2)CCCC1 (stereo unspecified)	/	-0.3	/	/	-0.3	-2	0.1	1	/	3
O=C(COC(=O)CN1C(=O)C2CCCCC2C1=O)Nc1ccc(F)c(F)c1F (stereo unspecified)	11	0.2	/	/	-2.0	-3	0.9	12	-1.8	0
Cc1nc2c(F)c(F)c(C(F)(F)F)c(F)c2[nH]1	-4	-0.5	-3	-30	-0.3	1	/	7	88*	2
O=C(C(Cc1ccccc1)N1C(=O)c2ccccc2C1=O)N1CCc2ccccc21 (stereo unspecified)	-5	-0.1	0	27	1.0	-2	/	4	2.3	-3
COc1ccc2c(c1)c(C(=O)C(C)N1CCCCC1)c(C)n2C (stereo unspecified)	-3	0.1	4	-3	-0.1	-2	1.0	-2	-1.5	3
CC(C)c1nnc(NC(=O)C2CCCN2C(=O)Nc2ccccc2F)s1 (stereo unspecified)	-8	-0.1	1	-17	0.6	-2	0.1	-6	-0.2	-4
CCc1nnc(NC(=O)c2ccc(S(=O)(=O)N(C)Cc3ccccc3)cc2)o1	3	-1.5	3	11	0.7	-1	0.8	2	21	-3
Cc1ccc(C(=O)NC(N2CCCC2)C(Cl)(Cl)Cl)cc1 (stereo unspecified)	11	-0.1	3	13	5.0	0	/	19	-1.5	-5

An excerpt from above in order of length of the SMILES, smallest number first.
SMILES	SSB-PriA inh	BoNT-A LC inh2	SARS 3CLpro inh	DUSP3 inh	Vc quorum ag	Anthrax LF prot	TcdB inh	CCHF vOTU inh	PfHsp40 yeast	Yp Topo-I inh
COC(=O)c1ccc(Cn2cnc3c(Cl)ncnc32)cc1	-7	0.3	/	/	-1.0	-3	-0.2	-5	0.0	13
CC(C)NC(=O)C1(C)CCN1C(=O)C1(c2ccccc2)CCCC1 (stereo unspecified)	/	-0.3	/	/	-0.3	-2	0.1	1	/	3
O=C(C(Cc1ccccc1)N1C(=O)c2ccccc2C1=O)N1CCc2ccccc21 (stereo unspecified)	-5	-0.1	0	27	1.0	-2	/	4	2.3	-3
